SMN2 splice up: SMN2 splice variant enhancement. Potency, µM (series often up to 46.1 µM), inactives show at the top dose activity change, positive = activation, most hits filed as activators. AID 1458. 210,000 compounds, 2.8% hits. HEK293 SMN2-luciferase splicing reporter, luminescence, 30-36 h; active = well fitted activation curve with a large enough effect; inconclusive = small, poorly fitted or top-dose-only effect; inactive = no such curve, though single readings can be large or run the other way; also: % of control where 0% means no effect; nearly all actives have a fitted effect of over 55% in size
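HEK293 cells carry an SMN2 minigene-luciferase reporter in which exon 7 inclusion puts luciferase in frame. Cells were seeded at 2000 cells/well, attached for 10-12 hours, then exposed to compounds for 30-36 hours at 37C before ONE-Glo luminescence.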
An asterisk follows results filed as active; ? = inconclusive; [ ] = remark or other dose. Potency is read from the fitted curve at half-maximal effect. A portion of the library. The share of hits here may be higher or lower than overall.

SMILES	SMN2 splice up
COc1ccc(CCNC(=O)CCn2c(=O)c3ccccc3n(Cc3c(C)cc(C)cc3C)c2=O)cc1OC	4%
COc1ccccc1Cn1cc(C(=O)c2ccc(C)cc2)c(=O)c2cc(F)cc(F)c21	-1%
O=C(Cn1c(=O)c2cc(Cl)ccc2n2nncc12)Nc1ccccc1	-2%
CC(=O)N1c2c(cc(Br)cc2S(=O)(=O)Nc2ccccc2C)CC1C (stereo unspecified)	1%
COc1ccc(N2CCN(C(=O)c3ccc(Nc4nc5ccccc5n5nnnc45)cc3)CC2)cc1	10%
CC(=O)N1c2ccc(S(=O)(=O)NCc3ccccc3Cl)cc2CC1C (stereo unspecified)	-23%
CCn1cc(C(=O)NCCC(C)C)c(=O)c2cc(S(=O)(=O)N(C)C3CCCCC3)ccc21	16%
Cc1cccc(-c2nc3c4c(-c5ccccc5)c(-c5ccccc5)oc4ncn3n2)c1	-2%
COc1ccccc1NC(=O)c1c(NC(=O)c2ccco2)sc2c1CCC(C(C)(C)C)C2 (stereo unspecified)	-6%
CCc1ccc(-c2cn3nc(CC)sc3n2)cc1	27%
COc1cccc(-c2nc(CS(=O)(=O)CC(=O)NCc3cccc(Cl)c3)c(C)o2)c1	17%
CC(C)Cn1c(=O)c2ccccc2n2c(CCC(=O)Nc3cccc(Cl)c3)nnc12	6%
Cc1ccc(CN2C(=O)SC(Nc3ccccc3)C2=O)cc1 (stereo unspecified)	-1%
CCOC(=O)c1cnc2ccc(OCC)cc2c1Nc1ccc(OCc2ccccc2Cl)cc1	-36%[inhibitor]
COc1ccccc1NC(=O)Cn1c(=O)n(Cc2ccccc2)c(=O)c2ccccc21	-4%
COc1cccc2c1cc1c(=O)n(CC(=O)NCc3ccco3)nc(C)n12	-3%
Cc1ccc(-c2nnc(Nc3ccc(C(N)=O)cc3)c3ccccc23)cc1S(=O)(=O)N1CCCCC1	-10%
O=C(NCc1ccco1)c1ccc2c(c1)N(Cc1ccc(F)cc1)C(=O)c1ccccc1S2(=O)=O	-3%
Cc1ccc(CNC(=O)CN(C)S(=O)(=O)c2ccc3c(c2)c(=O)n(C)c(=O)n3C)cc1	5%
Cc1cc(C)c2nc(N3CCCC(C(=O)NCc4ccccc4F)C3)sc2c1 (stereo unspecified)	15%
Cc1ccc(NC(=O)c2ncn(-c3ccccc3)n2)cc1Cl	30%
CC1CCc2c(sc(NC(=O)CCCOc3ccc(C(C)(C)C)cc3)c2C(N)=O)C1 (stereo unspecified)	-8%
CCc1ccc2occ(CC(=O)N(Cc3ccc(N(C)C)cc3)C3CCS(=O)(=O)C3)c2c1 (stereo unspecified)	-12%
CCn1cc(C(=O)NCc2ccccc2Cl)c(=O)c2cc(S(=O)(=O)N3CCCCC3)ccc21	15%
Cn1c(=O)n(C)c2cc(N3CCOCC3)c(NS(=O)(=O)c3ccc(F)cc3)cc21	8%
Cc1ccc(CSc2oc(-c3ccco3)nc2S(=O)(=O)c2ccc(C)cc2)cc1	-31%[inhibitor]
COc1c(C)cccc1C(=O)Nc1cccc2ccc(C)nc12	-24%
O=C(Cn1nnnc1-c1ccccc1F)Nc1ccc(F)c(F)c1	-2%
CCOC(=O)c1ccc(NC(=O)Nc2cc3c(cc2N2CCCC2)n(C)c(=O)n3C)cc1	14%
COc1cccc(CNC(=O)Cn2c(C)c3cnn(-c4ccccc4)c(=O)c3c2C)c1	0%

Quoted from the listing.
Entry for Cc1ccc(NC(=O)c2ncn(-c3ccccc3)n2)cc1Cl in SMN2 splice up: 30%
Entry for CCOC(=O)c1ccc(NC(=O)Nc2cc3c(cc2N2CCCC2)n(C)c(=O)n3C)cc1 in SMN2 splice up: 14%

Going on with the list:
SMILES	SMN2 splice up
COc1cccc(N2CCN(S(=O)(=O)c3cc(Br)cc4c3N(C(=O)C3CC3)CC4)CC2)c1	-2%
CN(Cc1ccccc1)C(C(=O)NC1CCCCC1)c1ccc(Cl)cc1 (stereo unspecified)	-6%
CCCOc1ccc(C2c3c(-c4c(C)cc(C)cc4O)n[nH]c3C(=O)N2CCO)cc1 (stereo unspecified)	6%
COc1ccccc1NC(=O)CCCc1nnc2n(C)c(=O)c3sccc3n12	-2%
Cc1c(Cl)cccc1Nc1sc(C(=O)c2ccccc2)c(N)c1S(=O)(=O)c1ccccc1	1%
COc1ccc(OC)c(S(=O)(=O)N2CC=C(c3c(C)n(CC(=O)N4CCCC4)c4ccccc34)CC2)c1	-14%
CCc1cc(C(=O)Nc2cnn(Cc3ccccc3C)c2)no1	18µM*
Cc1nc2nc(SCC(=O)N(Cc3ccccc3)C(C)C)nn2c(C)c1Cc1ccccc1Cl	-19%
NC(=O)CSc1oc(-c2ccco2)nc1S(=O)(=O)c1ccc(Cl)cc1	1%
Nc1c(C(=O)Nc2cccc(F)c2)c2ccccn2c1C(=O)c1ccccc1	1%
COc1ccccc1NC(=O)C1=C(C)Nc2nc(SCc3ccccc3Cl)nn2C1c1cccnc1 (stereo unspecified)	8%
COc1cc(C2C(C(=O)Nc3ccc(C)cc3C)=C(C)Nc3nc4ccccc4n32)cc(OC)c1OC (stereo unspecified)	9%
O=C(CCS(=O)(=O)c1cc(Br)cc2c1N(C(=O)C1CC1)CC2)Nc1ccc(Br)cc1F	-2%
CCN(CC)c1cc(C)c2cc(NC(=O)/C=C/c3ccccc3OC(C)C)ccc2n1	2%
COc1cccc(C(=O)NC(=NCCc2c[nH]c3ccc(OC)cc23)Nc2nc(C)cc(C)n2)c1	-24%
CCc1ccccc1N(C)C(=O)c1cc2c(Cl)nc3ccc(C)cc3c2s1	4%
Cc1ccc(C(C)C)c(OCC(=O)Nc2ccc(S(=O)(=O)Nc3onc(C)c3C)cc2)c1	-10%
CCN(CC)C(=O)Cn1c(=O)n(-c2ccc(C)c(C)c2)c(=O)c2c3c(sc21)CCCCC3	-5%
Cc1cccc(NC(=O)C2CCN(S(=O)(=O)c3c(C)noc3/C=C/c3ccco3)CC2)c1C	-4%
Cn1c(=O)n(C)c2cc(NS(=O)(=O)c3ccc(C(C)(C)C)cc3)c(NCc3ccccc3)cc21	5.6µM*

Eleven structures out of the list, arranged by number of heavy atoms, falling.
SMILES	SMN2 splice up
COc1cc(C2C(C(=O)Nc3ccc(C)cc3C)=C(C)Nc3nc4ccccc4n32)cc(OC)c1OC (stereo unspecified)	9%
COc1ccccc1NC(=O)C1=C(C)Nc2nc(SCc3ccccc3Cl)nn2C1c1cccnc1 (stereo unspecified)	8%
COc1cccc(C(=O)NC(=NCCc2c[nH]c3ccc(OC)cc23)Nc2nc(C)cc(C)n2)c1	-24%
Cc1nc2nc(SCC(=O)N(Cc3ccccc3)C(C)C)nn2c(C)c1Cc1ccccc1Cl	-19%
Cc1cccc(NC(=O)C2CCN(S(=O)(=O)c3c(C)noc3/C=C/c3ccco3)CC2)c1C	-4%
Cc1ccc(C(C)C)c(OCC(=O)Nc2ccc(S(=O)(=O)Nc3onc(C)c3C)cc2)c1	-10%
CCCOc1ccc(C2c3c(-c4c(C)cc(C)cc4O)n[nH]c3C(=O)N2CCO)cc1 (stereo unspecified)	6%
Nc1c(C(=O)Nc2cccc(F)c2)c2ccccn2c1C(=O)c1ccccc1	1%
CCc1ccccc1N(C)C(=O)c1cc2c(Cl)nc3ccc(C)cc3c2s1	4%
NC(=O)CSc1oc(-c2ccco2)nc1S(=O)(=O)c1ccc(Cl)cc1	1%
CCc1cc(C(=O)Nc2cnn(Cc3ccccc3C)c2)no1	18µM*

(listing goes on)
SMILES	SMN2 splice up
Cc1ccc(CCNC(=O)c2cc3c(s2)-c2c(C)cccc2OC3)cc1	2%
Cc1nc2ccc(S(=O)(=O)NC(CC(C)C)C(=O)N3CCN(c4ccc(F)cc4)CC3)cc2s1 (stereo unspecified)	-7%
COc1cccc(CNC(=O)c2oc3ccc4c(c3c2C)C(=O)CC(C)(C)O4)c1OC	6%
COc1ccc2c(c1)c(CC(=O)Nc1cc(C)c(OC)c(C)c1)c(C)n2C(=O)c1ccc(Cl)cc1	-3%
CC(NC(=O)c1ccc2c(c1)CCN2S(=O)(=O)c1ccc(Cl)cc1)c1ccccc1 (stereo unspecified)	-5%
CCn1cc(C(=O)NCc2ccc(Cl)cc2)c(=O)c2cc(S(=O)(=O)N(C)C3CCCCC3)ccc21	-1%
O=C(CCC1N=C2c3ccccc3N=C(SCc3cccc(Cl)c3)N2C1=O)NCCc1ccccc1 (stereo unspecified)	7%
Cc1ccc(-c2nnc(SCc3cccc(C#N)c3)o2)cc1	-10%
Cc1cccc(-c2nc(CN3CCCC(C(=O)NCCc4ccc(Cl)cc4)C3)c(C)o2)c1 (stereo unspecified)	-65%[inhibitor]
Cc1ccc(NC(=O)CCS(=O)(=O)c2cccc3nsnc23)c(C)c1	-3%
COc1ccc(NC(=O)c2ccc3c(c2)CCN3S(=O)(=O)c2ccc(C)cc2)cc1Cl	3%
Cc1c(CCC(=O)NCCc2ccc(Cl)cc2)c(=O)oc2c(C)c(O)ccc12	-47%[inhibitor]
CCOC(=O)c1c(C)oc2ccc(N(C(=O)c3ccncc3)S(=O)(=O)c3ccc(CC)cc3)cc12	-22%
COc1ccc(-c2c(C#N)c(SCC(=O)Nc3cccc(Cl)c3)nc(C)c2C(=O)Nc2ccccc2)cc1OC	18%
COc1cc(C2c3c(oc4ccc(C)cc4c3=O)C(=O)N2Cc2ccc(F)cc2)ccc1O (stereo unspecified)	5%
O=S(=O)(c1ccc(OC(F)(F)F)cc1)N1CCC(c2nnnn2-c2ccc(F)cc2)CC1	5%
O=C1SC(Nc2ccc(Cl)cc2)C(=O)N1Cc1ccccc1 (stereo unspecified)	17%
Cc1ccc(-n2nc(C(=O)N3CCN(c4ccccc4F)CC3)c3c4ccccc4n(C)c3c2=O)cc1	-7%
O=S(=O)(c1ccccc1)c1nc(-c2ccccc2Cl)oc1N1CCCCCC1	-16%
COC(=O)c1c(NC(=O)Cc2coc3cc(C)ccc23)sc2c1CCCC2	7%
Cc1ccc(S(=O)(=O)c2nc(S(=O)(=O)c3ccc(C)cc3)c(NCCCOC(C)C)s2)cc1	2%
CCN(C(=O)c1cc2cc(Br)cc(OC)c2oc1=O)c1ccccc1	5%
COc1ccccc1-c1cc(C(=O)N2CCN(c3ccccc3)CC2)no1	-5%
O=C1c2[nH]nc(-c3ccccc3O)c2C(c2cccc(O)c2)N1Cc1ccncc1 (stereo unspecified)	7%
COc1ccc(OC(=O)c2nc(SCc3ccc(C)cc3)ncc2Cl)cc1	-8%
Cc1ccc(C)c(N2CCN(CCCNC(=O)c3ccc4nc(N5CCCCC5)sc4c3)CC2)c1	?
Cc1c(C)c2cc3c(c(C)c2oc1=O)OCN(CCc1ccc(F)cc1)C3	5%
CC(=O)Nc1c(C(=O)Nc2cccc(C)c2)nnn1-c1ccc(C)cc1	9%
O=C(Nc1cc(Cl)ccc1Cl)c1cc2nc(-c3ccc4c(c3)OCO4)cc(C(F)(F)F)n2n1	-6%
CCOc1ccc(C2c3c(-c4cc(C)ccc4O)n[nH]c3C(=O)N2Cc2cccnc2)cc1OCC (stereo unspecified)	19%
CN(C1CCCCC1)S(=O)(=O)c1ccc2c(c1)c(=O)c(C(=O)N1CCN(c3ccccc3)CC1)cn2C	4%
Cc1ccc(CSc2nc3ccncc3n2Cc2nc(-c3ccc(Cl)cc3)oc2C)cc1	0%
CCOc1ccc(NS(=O)(=O)c2ccc3[nH]cc(C(=O)NCc4ccccc4)c(=O)c3c2)cc1	10%
Cc1cccc(CS(=O)(=O)c2ncc(Cl)c(C(=O)Nc3nc4ccc(F)cc4s3)n2)c1	-2%
CCCN(C(=O)c1cc2c(s1)-c1ccccc1OC2)c1ccc(C(C)C)cc1	-6%
Cc1cccc(C(=O)Nc2nc3nc(-c4ccccc4)cc(=O)n3[nH]2)c1	2%
COc1ccc(OC)c(NC(=O)Cn2c(=O)n(Cc3ccccc3)c(=O)c3ccccc32)c1	-10%
CCc1cccc(C)c1NC(=O)C1CCN(S(=O)(=O)c2cccc3nonc23)CC1	-15%
Cc1ccc(S(=O)(=O)N2CCC(C(=O)Nc3cc(C)ccc3C)CC2)cc1	-13%
Cc1nn(-c2ccccc2)c(OC(=O)c2ccccc2)c1S(=O)(=O)c1ccccc1	2%
O=c1oc2c3c(ccc2c2ccccc12)OCN(Cc1cccc(Cl)c1)C3	21%
CC(NC(=O)c1ccc2c(c1)N(Cc1ccc(Cl)cc1)C(=O)c1ccccc1S2(=O)=O)c1ccccc1 (stereo unspecified)	11%
CCOc1ccc2c(c1)c(=O)c(C(=O)c1ccccc1)cn2Cc1ccccc1F	3%
O=C(NCc1cccc(Cl)c1)c1ccc(NC(=O)N2CCSc3ccccc32)cc1	-5%
CC(=O)Nc1ccc(S(=O)(=O)NC2(C(F)(F)F)NC(=O)N(c3ccc(C)cc3)C2=O)cc1 (stereo unspecified)	5%
COc1cc(NC(=O)c2ccc3c(Cl)c4c(nc3c2)CCC4)cc(OC)c1OC	6%
COc1cccc(-n2c(=O)c3c4c(sc3n(Cc3ccccc3C#N)c2=O)CCCC4)c1	9%
CCN(CC)CCSc1nnc2c3cc(F)ccc3n(C)c2n1	11%
Cc1nc2c(c(C)nn2C(C)(C)C)c(C)c1CCC(=O)Nc1ccc(Br)cc1Br	-10%
Cc1ccc(-c2nn(CC(=O)Nc3cccc(C(F)(F)F)c3)c(=O)c3ccccc23)cc1	-19%

Continued:
SMILES	SMN2 splice up
Cc1ccc(OCC(=O)Nc2ccc3nn(-c4ccc(C)cc4)nc3c2)cc1	?
CCN(CCCNC(=O)c1cc2c(=O)n(C)c3ccccc3c2s1)Cc1ccccc1	-1%
CCCCOc1ccccc1C(=O)N(Cc1sccc1C)C1CCS(=O)(=O)C1 (stereo unspecified)	-4%
Cc1ccc(-c2nc3sccn3c2Nc2ccc(C)c(C)c2)cc1	-4%
COCCNc1nc2c(S(=O)(=O)c3ccccc3)nnn2c2ccc(Cl)cc12	4%
CCOC(=O)C(C)NC(=O)c1cc2c(=O)[nH]c3ccc(C)cc3c2s1 (stereo unspecified)	6%
